H37Rv inhibition: M. tuberculosis growth inhibition, HTS (AID 449762) | M. tuberculosis H37Rv growth inhibition, 7H9 media; higher % means a stronger effect | one-dose inhibition, % at 25 µM; IC50 in µM for titrated hits | 330,000 tested, 0.59% active; in the data active = a potency from the dose series; inconclusive = inhibition above about 70% without an active follow-up result;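 note: bacterial growth assessed after seven days of incubation; strong numbers were not always called active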
Salmonella PhoP GFP: Inhibition of PhoP regulon, Salmonella typhi GFP reporter cells, confirmation, 4 h (AID 1850) | Salmonella Typhi PhoP-promoter GFP reporter, fluorescence, 4 h; higher % means a stronger effect | inhibition, % at 50 µM; hits with a dose series show IC50 in µM | 310,000 tested, 0.33% active; in the data active = a potency from the dose series; inconclusive = inhibition mostly from about 25% at the one dose, without a potency; inactive = the rest, 99 in 100 with inhibition below about 19%;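 note: 0% = induced wells with vehicle and 100% = uninduced wells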
influenza NS1A: NS1A inhibition, H1N1 influenza, cell based functional assay (AID 504329). NS1A functional cell-based assay, percent inhibition; higher % means a stronger effect. one-dose inhibition, % at 12.5 µM; IC50 in µM for titrated hits. 340,000 tested, 0.3% active; in the data active = a potency from the dose series; inconclusive = inhibition above about 27% without an active follow-up result; note: strong numbers were not always called active
VEEV TC-83 Vero: inhibitors of VEEV TC-83 cytopathic effect, confirmation, Vero cells (AID 588727) | 350,000 tested, 0.13% active | inhibition, % at 20 µM; hits with a dose series show IC50 in µM | Vero cells, VEEV TC-83 cytopathic effect inhibition; higher % means a stronger effect; in the data active = a potency from the dose series; inconclusive = inhibition mostly from about 14% at the one dose, without a potency; inactive = the rest, 99 in 100 with inhibition below about 12%; note: strong numbers were not always called active
tuberculosis growth: growth inhibition of non-replicating M. tuberculosis (AID 488890). Mycobacterium tuberculosis non-replicating, growth inhibition; higher % means a stronger effect. inhibition, % at 25 µM, or IC50 in µM where a hit was titrated. 320,000 tested, 0.39% active; in the data active = a potency from the dose series; inconclusive = inhibition mostly from about 82% at the one dose, without a potency; inactive = the rest, 99 in 100 with inhibition below about 76%;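 note: plate controls were DMSO cells for no effect and high antibiotic wells for full effect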
VEEV TC-83 Vero 10K pilot screen: further read-out of VEEV TC-83 Vero, marked with its call; inhibition, %; measured here: 10K pilot screen inhibition
The depositor's hits bear a star; i = inactive; ? = inconclusive; · = not tested or not shown.

SMILES	H37Rv inhibition	Salmonella PhoP GFP	influenza NS1A	VEEV TC-83 Vero	tuberculosis growth	others
C=CCn1c(=O)c2ccccc2n2c(SCc3c(C(=O)OCC)oc4ccccc34)nnc12	-19%	-8%	-8%	0.7%	3%
CC(C)(C)c1ccc(NC(=O)CC2(C(F)(F)F)OCCO2)cc1	17%	0%	-4%	i	11%
COC(=O)CN(c1cc(Cl)ccc1OC)S(=O)(=O)c1ccc(OC)c(OC)c1	1%	-6%	-7%	0.4%	0%
COC(=O)c1cc(C(=O)c2cccc(Cl)c2Cl)cn1C	-6%	-5%	1%	2.6%	-14%
O=C1CN(C(=O)CNCc2ccccc2)c2ccccc2N1	2%	0%	-10%	i	-6%
CCn1nc(C)c(/C=N\NC(=O)c2cccc(OC)c2)c1C	1%	10%	-6%	0.1%	-3%
CC(=O)N1Cc2cnnn2-c2ccccc2C1C#N (stereo not given)	·	·	-5%	i	·
Cc1ccc(CNC(=O)C2CCN(S(=O)(=O)c3ccc4c(c3)CC(C)N4C(=O)C3CC3)CC2)cc1 (stereo not given)	-4%	-1%	-2%	i	19%
COc1cccc(NC(=O)CN(C)C(=O)c2ccccc2OCC(=O)Nc2cccc(C(F)(F)F)c2)c1	3%	-3%	-10%	7.7%	-4%
COC(=O)CCC(NS(=O)(=O)OCC(Cl)(Cl)Cl)c1ccccc1 (stereo not given)	-7%	-8%	8%	i	17%
CCn1c(=O)c(=O)n(CC)c2cc(S(=O)(=O)Nc3ccc(C)cc3)ccc21	-6%	10%	-4%	0.8%	2%
CCOc1cc(C(=S)N2CCCCC2)ccc1OS(=O)(=O)c1ccc(Br)cc1	10%	12%	-1%	i	19%
O=C(c1cccc(Cl)c1)C1CCCN(Cc2cccc3cnccc23)C1 (stereo not given)	59%	-21%	-2%	3.7%	28%
O=S(=O)(c1ccccc1)N1CCC(N2CCCCCC2)CC1	-15%	12%	-9%	i	9%
CC(=NNC(=O)c1ccc(NS(=O)(=O)c2cccs2)cc1)c1ccc(OCC(N)=O)cc1	2%	·	-5%	0.8%	9%
COc1ccc(S(=O)(=O)NCCc2cn3nc(C)c(C)nc3n2)cc1	-2%	0%	1%	1.8%	1%
NC(=S)N/N=C/c1cccc(Br)c1	?	5%	-2%	i	?
O=C(O)CCC(=O)N(Cc1ccccc1)Cc1ccccc1	8%	3%	20%	i	4%
Nc1cc(N)nc(SCc2cc([N+](=O)[O-])cc3c2OCOC3)n1	-1%	-3%	-11%	1.3%	8%
Cc1ccc(C(=O)Nc2nc3nc(-c4ccccc4)cc(=O)n3[nH]2)cc1	?	-2%	-2%	7.2%	58%
CCNc1nc(NC(C)C)nc(Nn2cnnc2)n1	3%	-3%	6%	3.5%	6%
O=C(CCc1ccccc1)Nc1ccccc1C(=O)N1CCOCC1	-9%	-14%	4%	0.1%	-10%
CC1=CN2C(=NC(=O)CC2(C)C(=O)N(CC(=O)NC2CCCC2)Cc2ccccc2)C=C1 (stereo not given)	-5%	7%	4%	0.4%	-3%
COC(=O)c1ccc2[nH]c(C3(O)CCCCC3)c(C)c2c1	2%	·	6%	2.6%	8%
Cc1c(-c2ccncc2)oc2ccc(Br)cc2c1=O	-12%	1%	·	·	20%
CN(C)C(=O)N1CCCC(C(=O)NCc2ccc(F)cc2Cl)C1 (stereo not given)	-1%	4%	-11%	0.3%	-10%
CCOc1ccccc1N(C)S(=O)(=O)c1ccc2c(c1)N(C(C)=O)CCO2	-1%	-9%	-6%	i	9%
O=C(Nc1cccc(C(F)(F)F)c1)n1cc(-c2ccccn2)c(N2CCOCC2)n1	-3%	-3%	-5%	0.4%	-4%
COc1ccc(-c2ccc3oc(-c4ccc(OC)cc4)c(-c4ccc(OC)cc4)c3c2)cc1	4%	-5%	-4%	0.4%	-23%
CCC(C)NC(=O)CNC(=O)c1nn(-c2ccc(OC)cc2OC)c(=O)c2ccccc12 (stereo not given)	7%	-10%	15%	1.2%	-12%
CCOC(=O)C1CCN(C(=O)CCNS(=O)(=O)c2ccc3c(c2)CCN3C(=O)CC)CC1	-11%	9%	3%	2.2%	-2%
CCN1CCN(S(=O)(=O)Cc2ccccc2)CC1	-4%	-5%	-9%	0.2%	-16%
Cc1ccc(C(=O)c2ncc[nH]2)cc1	1%	5%	-2%	0.6%	-4%
COCCN1Cc2cccc(C(=O)NC(C)c3cccs3)c2C1=O (stereo not given)	-5%	-1%	-7%	3.8%	0%
CCCc1cc(=O)[nH]c(SCC(=O)N2CCN(c3ccccc3)CC2)n1	1%	-15%	7%	1.1%	-17%
CCOC(=O)c1cc(-c2ccccc2C)nn1Cc1cc(CC)no1	9%	0%	5%	i	-2%
Cc1cc(C)c(C#N)c(SCc2cc3c(cc2Cl)OCO3)n1	6%	-7%	26%	0.8%	3%
O=C(NCc1ccco1)c1ccc(COc2ccc(Cl)cc2)cc1	11%	-5%	-5%	i	35%
Cc1ccc([N+](=O)[O-])cc1NC(=O)CCSc1ccc(Cl)cc1	0%	-7%	-2%	0.6%	10%
O=C(CC1SC(=O)N(c2ccccc2)C1=O)Nc1cccc2ccccc12 (stereo not given)	5%	1%	-8%	0.2%	-8%
NC(=O)c1nnsc1-c1ccco1	·	·	-12%	3.6%	·
COc1ccc(N/N=C2/CCCCC2=O)cc1	4%	19%	9%	0.7%	?
CCCOP(=O)(c1ccc(N(C)C)cc1)C(Nc1ccccc1)c1ccc(C)cc1 (stereo not given)	11%	-15%	-6%	i	22%
Oc1ccccc1/C=N/N1CCCCC1	-8%	1%	8%	3.6%	0%	VEEV TC-83 Vero 10K pilot screen=0.7
CCC1(CCC(C)C)SC(N)=NC1=O (stereo not given)	·	·	4%	?	·
CC(C)c1nc(CN2CCCCC2)cc(=O)[nH]1	-6%	2%	·	0.6%	-25%
CCCCCC(=O)NNC1=NCC(Cc2ccccc2)S1 (stereo not given)	4%	-12%	-8%	i	54%
CSc1nc(N)nc(SCC(=O)C(C)(C)C)c1C#N	0%	-8%	2%	5.0%	8%
COCC(=O)N1CCC(Oc2ccc(C(=O)NCc3csc(C(C)C)n3)cc2)CC1	-11%	0%	-7%	0.8%	-12%
Cc1ccc(N(C(=O)Nc2ccccc2)C2=NCCC2)cc1	2%	-3%	·	7.8%	66%

(cont.)
SMILES	H37Rv inhibition	Salmonella PhoP GFP	influenza NS1A	VEEV TC-83 Vero	tuberculosis growth	others
CCCCc1nc(Cl)c(CO)n1Cc1ccc(-c2ccccc2-c2nnn[nH]2)cc1	-1%	-4%	-7%	0.2%	-7%
CC(=O)Nc1ccc(NC(=O)C2CCN(S(=O)(=O)c3cccc4nonc34)CC2)cc1	-7%	-7%	6%	0.5%	-15%
COc1ccc2c(c1)C(c1ccc(N(CCCl)CCCl)cc1)=NCC2	·	·	4%	1.2%	·
CCc1ccc(CN2CCC(Oc3ccc(C(=O)NCc4ccccn4)cc3)CC2)o1	-6%	5%	7%	i	3%
Cc1cc(C)cc(OCC(=O)OCC(=O)NCCC2=CCCCC2)c1	-3%	-5%	4%	i	-2%
O=C(O)CSCc1nc2ccccc2[nH]1	4%	9%	1%	1.1%	4%
COc1ccccc1C(=O)Nc1cc(C)ccc1NC(=O)c1ccco1	-1%	-5%	10%	7.5%	6%
Cc1ccc(OCC(O)CNS(=O)(=O)c2ccccc2C(=O)N2CCCCC2)cc1 (stereo not given)	0%	-7%	-24%	3.0%	10%
CC(=O)C1=C(c2ccccc2)OC(N)=C(C#N)C1c1ccccc1C (stereo not given)	7%	-12%	7%	4.6%	13%
CCn1c(SCC(=O)O)nnc1-c1cccnc1	9%	-10%	2%	i	-10%
O=C(CSc1ccccn1)Nc1cccc2ccccc12	57%	-9%	-8%	0.6%	32%
O=C(Nc1nncs1)c1cc(-c2ccco2)nc2ccccc12	9%	·	5%	12%	36%
Cc1noc(C)c1CSCC(=O)Nc1cc(Cl)ccc1N1CCOCC1	-12%	-12%	-7%	5.9%	-7%
C/C(=N\NC(=O)c1ccn(C)n1)c1ccco1	7%	15%	-11%	0.8%	-27%
CCCc1nc(-c2ccccc2O)n(-c2ccccc2)n1	-1%	-13%	9%	i	66%
COc1cccc(NC(=O)Nc2nc(SC)ns2)c1	-1%	3%	6%	2.5%	20%
CCC(=O)N/C(=N/c1nc(C)cc(C)n1)Nc1ccc(C)cc1	5%	6%	-12%	0.1%	-15%
S=C(NCc1ccco1)N/N=C/c1ccncc1	-6%	3%	0%	i	11%
O=C(Nc1ccccc1)Nc1cccc2ccccc12	-7%	1%	-1%	0.9%	-2%
CC(=O)NCCOc1ccc(C(=O)O)cc1	-3%	-7%	-5%	0.8%	-1%
Cc1ccc(S(=O)(=O)CC(=O)Nc2ncc([N+](=O)[O-])s2)cc1	0%	8%	1%	5.3%	7%
C/C(CCc1ccccc1)=N\NC(=O)CCc1ccccc1	4%	3%	7%	0.3%	3%
COc1ccc(CN2Cc3cnnn3-c3ccccc3C2C)cc1 (stereo not given)	·	·	-1%	i	·
CC(=O)c1c(C)[nH]c(C(=O)COC(=O)c2cccc(S(=O)(=O)N(C)c3ccccc3)c2)c1C	6%	-10%	0%	11%	-2%
CCOc1nc2ccccc2cc1C=O	-9%	-13%	-14%	1.1%	5%
c1ccc(-c2n[nH]c3ccccc23)cc1	3%	-4%	-42%	0.5%	9%
COc1ccc(N2CCN(S(=O)(=O)CCNS(=O)(=O)c3ccccc3)CC2)cc1	-4%	2%	-5%	1.6%	3%
CCOC(=O)C1CCN(C(=O)C2CCCN(S(=O)(=O)c3ccc(OC)c(Cl)c3)C2)CC1 (stereo not given)	-18%	-7%	-10%	5.9%	7%
O=C(O)C1C2CCC(C2)C1C(=O)Nc1cccc([N+](=O)[O-])c1 (stereo not given)	7%	8%	-21%	i	2%
CC(=O)C1=C(C)NC(=O)CC1c1ccc(Br)cc1 (stereo not given)	-4%	-1%	1%	0.1%	-16%
CCNCc1cc(Br)c(OCC(=O)Nc2ccccc2)c(OC)c1	-25%	3%	1%	1.2%	-4%
Cc1cc(C)c(S(=O)(=O)c2cc(F)ccc2C)c(=O)[nH]1	-5%	-1%	-1%	0.8%	-12%
CCN(CC)S(=O)(=O)c1ccc(C(=O)Nc2cc(C)cc(C)c2)cc1	-4%	-8%	4%	2.1%	13%
O=C(Nc1nc(-c2ccccc2)cs1)c1ccc(=O)[nH]c1	0%	-12%	-5%	7.3%	13%
O=C(O)c1cccc(NC(=O)c2cccc(S(=O)(=O)N3CCCCC3)c2)c1	1%	6%	-5%	0.8%	2%
COc1ccc(CCN(C)Cc2c(O)ccc3ccccc23)cc1OC	0%	-1%	-3%	0.2%	34%
Cc1cccc(-n2cc(-c3ccccc3)c3c(=O)[nH]cnc32)c1	6%	-10%	31%	4.5%	-7%
COc1ccc(OC)c(NC(=O)CCCSc2ccccc2)c1	-9%	3%	3%	0.3%	36%
O=C(COC(=O)c1cccc2c1C(=O)c1ccccc1C2=O)NC1CCCCC1	13%	-19%	3%	12%	34%
OCC[C@@H]1C[C@H](O)[C@@H](O)[C@@]2(OCCc3ccccc32)O1	-4%	6%	7%	0.5%	13%
COc1ccc(/C=C/C(=O)c2cccc(-n3cnnn3)c2)cc1O	-4%	-17%	12%	2.2%	9%
COc1ccc2c(c1)SC(C)CC2=O (stereo not given)	-2%	-5%	3%	1.2%	-9%

Grouped by structure, the compounds so far containing an aryl thioether with sulfur outside any ring (10)
SMILES	H37Rv inhibition	Salmonella PhoP GFP	influenza NS1A	VEEV TC-83 Vero	tuberculosis growth	others
C=CCn1c(=O)c2ccccc2n2c(SCc3c(C(=O)OCC)oc4ccccc34)nnc12	-19%	-8%	-8%	0.7%	3%
Nc1cc(N)nc(SCc2cc([N+](=O)[O-])cc3c2OCOC3)n1	-1%	-3%	-11%	1.3%	8%
CCCc1cc(=O)[nH]c(SCC(=O)N2CCN(c3ccccc3)CC2)n1	1%	-15%	7%	1.1%	-17%
Cc1cc(C)c(C#N)c(SCc2cc3c(cc2Cl)OCO3)n1	6%	-7%	26%	0.8%	3%
Cc1ccc([N+](=O)[O-])cc1NC(=O)CCSc1ccc(Cl)cc1	0%	-7%	-2%	0.6%	10%
CSc1nc(N)nc(SCC(=O)C(C)(C)C)c1C#N	0%	-8%	2%	5.0%	8%
CCn1c(SCC(=O)O)nnc1-c1cccnc1	9%	-10%	2%	i	-10%
O=C(CSc1ccccn1)Nc1cccc2ccccc12	57%	-9%	-8%	0.6%	32%
COc1cccc(NC(=O)Nc2nc(SC)ns2)c1	-1%	3%	6%	2.5%	20%
COc1ccc(OC)c(NC(=O)CCCSc2ccccc2)c1	-9%	3%	3%	0.3%	36%
